DUSP3 inh: VHR1 phosphatase inhibitors, primary screen, biochemical, colorimetric, HTS; Dual specificity protein phosphatase 3 (Homo sapiens), P51452; recombinant VHR phosphatase, colorimetric substrate read-out; inhibition, % at 20 µM; actives 0.7% (n = 50,000); in the data active = inhibition above about 60%; also: some results filed as inactive read as strong as hits
Target sequence (P51452 whole entry, looked up): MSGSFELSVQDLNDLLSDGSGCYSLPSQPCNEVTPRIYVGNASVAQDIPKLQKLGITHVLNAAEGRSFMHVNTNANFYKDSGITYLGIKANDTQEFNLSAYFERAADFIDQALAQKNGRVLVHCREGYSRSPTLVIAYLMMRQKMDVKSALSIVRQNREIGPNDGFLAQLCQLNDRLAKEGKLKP
* = called active by the depositor.

SMILES	DUSP3 inh
Cc1ccc(/C(N)=N/OC(=O)c2cccc(Br)c2)cc1	-9.9
O=C(NC(C(=O)c1ccccc1)N1CCCC1)c1ccco1 (stereo unspecified)	-18.0
O=C(CN(Cc1ccccc1)S(=O)(=O)c1ccccc1)Nc1cccc2ccccc12	-14.4
COc1cccc(OCCNc2cc(N3CCCC3)ccc2[N+](=O)[O-])c1	-23.8
CCCC(=O)NS(=O)(=O)c1ccc(NS(C)(=O)=O)cc1	-10.0
Cc1cc(I)ccc1NC(=O)c1ccc([N+](=O)[O-])c(C)c1	-5.8
CCOc1ccc(NC(=O)C2=C(C)NC(=S)NC2c2ccc(OC)c(OC)c2)cc1 (stereo unspecified)	17.5
COc1ccccc1CNC(=O)c1ccc(OC)c(OC)c1	-27.1
Cn1nccc1C(=O)Nc1nc2ccccc2s1	16.7
COc1ccc(Br)cc1C(=O)Nc1cccc(-c2nc3ccccc3[nH]2)c1	1.2
CCn1nc(C)c(Cc2c(C)nn(CC)c2C)c1C	-4.8
O=C(Nc1ccc(Cl)cc1)N1CCN(c2ccc(Cl)cc2)CC1	-15.1
COCCNC(=O)CN(c1cccc(OC)c1)S(=O)(=O)c1ccccc1	-18.9
O=C(O)c1cc2n(n1)C(C(F)(F)F)CC(c1ccc3c(c1)OCO3)N2 (stereo unspecified)	-11.7
CCCCCOC(=O)C1=C(C)NC2=C(C(=O)CCC2)C1c1cccc(Cl)c1Cl (stereo unspecified)	-21.2
COc1ccc2c(c1OC)C(=O)N(c1nc(-c3ccccc3)c(C(=O)c3ccccc3)s1)C2=O	13.3
NC(=S)NNC(=O)COc1ccccc1	3.5
COc1ccccc1NC(=O)C1=C(C)NC(SCc2ccccc2)=C(C#N)C1c1ccco1 (stereo unspecified)	3.7
COc1cccc(CN2CCN(C(=O)c3ccco3)CC2)c1OC	34.7
O=C(NC(=S)Nc1ccc(Cl)c(-c2nc3ccccc3o2)c1)c1ccccc1Cl	7.1
CCOP(=O)(OCC)C(Nc1ccccc1)c1cccc([N+](=O)[O-])c1 (stereo unspecified)	-1.6
Nc1nnc(CC(=O)N/N=C/c2ccc(Cl)cc2Cl)s1	-9.7
COc1ccc(C2CC(C(F)(F)F)n3nc(C(=O)Nc4cccc(C(C)O)c4)cc3N2)cc1 (stereo unspecified)	-31.4
COc1ccc(/C=C/C(=O)Nc2ccc(OC(F)(F)F)cc2)cc1	0.8
COC(=O)c1cc(O)cc(S(=O)(=O)c2ccc(C)cc2)c1O	26.8

The list continues.
SMILES	DUSP3 inh
O=C(COc1ccccc1[N+](=O)[O-])Nc1ccc(N2CCOCC2)cc1	-3.2
COc1ccc(C(=O)NCc2ccc3c(c2)OCO3)c(OC)c1	-11.4
Cc1cc([N+](=O)[O-])ccc1NC(=S)NC(=O)/C=C/c1ccccc1	-4.0
Nc1nnc(-c2ccccc2SCc2ccccc2)s1	-5.6
O=C(/C=C/c1ccco1)Nc1ccc(O)cc1C(=O)O	-15.0
O=C1/C(=C/c2cccc(Br)c2)SC(=S)N1CCCC(=O)N1CCCc2ccccc21	-11.6
Cc1ccccc1N1C(=O)c2ccc(-c3nc4ccccc4c(=O)o3)cc2C1=O	14.8
CCN(CC)S(=O)(=O)c1cc(C(=O)Nc2cccc(C(=O)O)c2)ccc1C	-6.7
O=[N+]([O-])c1cc2c(cc1/C=N/NS(=O)(=O)c1ccccc1)OCO2	-13.1
COc1ccc(C(OC(=O)NC(O)C(Cl)(Cl)Cl)P(=O)(OC(C)C)OC(C)C)cc1 (stereo unspecified)	-10.8
COCCOC(=O)C1=C(C)NC2=C(C(=O)CCC2)C1c1ccc(Cl)cc1Cl (stereo unspecified)	-18.3
CCOC(=O)c1ccc(NC(=O)Nc2nc(-c3ccccc3)cs2)cc1	-9.5
COc1ccc(OC)c(/C=C2/SC(=O)N(CNc3ccc(Br)cc3C)C2=O)c1	-41.9
Cc1ccc(OCC(=O)Nc2ccccc2O)c(C)c1	7.0
CCCC1CCC(c2ccc(OCC)cc2)=CC1=O (stereo unspecified)	-19.2
COc1ccc(C(=O)NCCc2cccc(Cl)c2)cc1OC	-15.2
COc1ccc(N(CC(=O)NC(C)c2ccccc2)S(C)(=O)=O)cc1 (stereo unspecified)	1.0
N/C(=N\OC(=O)COc1ccc2ccccc2c1)c1ccc(Cl)cc1	-6.1
O=C1NC(=Nc2ccc(Cl)cc2)SC1Cc1cccc(C(F)(F)F)c1 (stereo unspecified)	1.7
CCOc1cc(C=C2C(=O)NC(=S)NC2=O)ccc1OCc1c(C)no[n+]1[O-]	4.2
Fc1ccc(-c2nc(-c3cccnc3)no2)cc1	-8.2
CCOc1ccc(S(=O)(=O)N(CC(=O)NC2CCCCC2)c2ccc(C)cc2)cc1	90.2*
COc1c(O)ccc(/C=N/NC(=O)c2cccnc2)c1[N+](=O)[O-]	-5.8
COc1ccccc1OCC(=O)Nc1cccc(C(=O)O)c1	-10.7
CCOc1c(Br)cc(/C=C2\C(=O)NC(=O)N(c3cccc(C)c3)C2=O)cc1OC	12.7

Next structures follow:
SMILES	DUSP3 inh
O=C(Nc1ccccc1)Nc1nnc(-c2ccccc2)s1	-22.6
Cc1ccc2nc(-c3cccc(NC(=S)NC(=O)c4ccco4)c3)oc2c1	-7.3
COc1ccc(CN2CC=C(Cc3ccccc3)CC2)cc1	-12.2
CCc1ccc(NC(=O)COc2ccc(C)c(C)c2)cc1	0.0
CCc1ccc(C(=O)/C=C/c2cccc([N+](=O)[O-])c2)cc1	-3.2
CC1=C(C(=O)Nc2ccc(Cl)cc2)C(c2ccc([N+](=O)[O-])cc2)NC(=S)N1 (stereo unspecified)	-9.0
COc1cc(C2Nc3ccccc3C(=O)N2c2ccc(F)cc2)cc(OC)c1OC (stereo unspecified)	-9.8
CCN(CC)c1ccc(C2C(C(=O)OC(C)C)C(=O)CC(C)(O)C2C(=O)OC(C)C)cc1 (stereo unspecified)	9.8
OC1(C(F)(F)F)CC(c2ccccc2)=NO1 (stereo unspecified)	-7.0
O=C1CC(c2ccc(OC(F)(F)F)cc2)c2ccc3ccccc3c2N1 (stereo unspecified)	13.0
COc1ccc(/C=C/C(=O)NC(=S)NCc2ccccc2)cc1OC	6.6
COc1ccccc1CC(=O)Nc1nccs1	10.1
COc1cc(C2NC(=O)N(C)C(C)=C2C(=O)OCc2ccccc2)cc(Br)c1O (stereo unspecified)	-52.3
c1ccc(Oc2cccc(CN3CCN(C4CCCC4)CC3)c2)cc1	24.4
COc1cc(OC)c(/C=C2\C(=O)NC(=S)N(c3ccc(C)cc3)C2=O)cc1Br	4.9
CS(=O)(=O)NCCCCNc1ccc(C(F)(F)F)cc1[N+](=O)[O-]	1.5
COC(=O)c1c(C)oc2ccc(OCc3cccc(Cl)c3)cc12	-26.1
N/C(=N\OC(=O)c1cccc(Br)c1)c1ccc(Cl)cc1	-22.0
CCCOC(=O)c1ccc(NC(=O)c2cccc([N+](=O)[O-])c2)cc1	6.1
O=C(c1ccc(C#Cc2ccccc2)cc1)N1CCN(c2ccccn2)CC1	7.5
CS(=O)(=O)N(CC(=O)N1CCCC1)c1cccc(Cl)c1	-17.4
O=C(N/N=C/c1ccc(O)c(O)c1)c1cccc(F)c1	1.8
COc1cccc2cc(-c3nc(-c4ccc(Cl)cc4Cl)cs3)c(=O)oc12	64.9
Cc1cccc(C)c1NC(=O)COc1ccc(Cl)cc1Cl	2.4
Cc1ccc(NC(=O)c2ccc3ccccc3n2)cc1	-13.2

Structural class: the compounds so far containing a furan ring, fused or not.
SMILES	DUSP3 inh
O=C(NC(C(=O)c1ccccc1)N1CCCC1)c1ccco1 (stereo unspecified)	-18.0
COc1ccccc1NC(=O)C1=C(C)NC(SCc2ccccc2)=C(C#N)C1c1ccco1 (stereo unspecified)	3.7
COc1cccc(CN2CCN(C(=O)c3ccco3)CC2)c1OC	34.7
O=C(/C=C/c1ccco1)Nc1ccc(O)cc1C(=O)O	-15.0
Cc1ccc2nc(-c3cccc(NC(=S)NC(=O)c4ccco4)c3)oc2c1	-7.3
COC(=O)c1c(C)oc2ccc(OCc3cccc(Cl)c3)cc12	-26.1

The list continues.
SMILES	DUSP3 inh
CCOC(=O)C1=C(C)N=c2s/c(=C\c3ccc(C(=O)O)cc3)c(=O)n2C1c1ccc(OC)c(OC)c1 (stereo unspecified)	27.1
CCC1=NN2C(=N)/C(=C/c3ccc(-c4ccc(C)c(Cl)c4)o3)C(=O)N=C2S1	4.8
CCOc1cc(OCC)cc(C(=O)Nc2ccc(N3CCOCC3)cc2)c1	-6.2
OC(CN1CCN(Cc2ccccc2)CC1)Cn1c2ccccc2c2ccccc21 (stereo unspecified)	-12.6
CC(=O)N/N=C/c1c[nH]c2ccccc12	-3.3
COc1cc(C(=O)Nc2cc(C(F)(F)F)ccc2Cl)cc(OC)c1OC	-23.2
O=C(Nc1ccc2nc3c4ccccc4c4ccccc4c3nc2c1)N1CCOCC1	5.6
CC1=C(C(=O)Nc2cc(Cl)ccc2C)C(c2ccccc2Cl)NC(=O)N1 (stereo unspecified)	-4.9
Cc1ccccc1OCC(=O)NCc1ccncc1	-7.5
COc1cc(NC(=O)c2cccc(F)c2)c(OC)cc1NC(C)=O	18.3
Cc1ccc(C(=O)N2CCN(c3ccccn3)CC2)cc1	6.9
CCC(=O)O/C(C#N)=N\Nc1nc2c([nH]1)c(=O)n(C)c(=O)n2C	-3.2
Cc1ccccc1OCCCn1ccnc1	-13.2
CCOc1ccccc1N/C(=N/c1nc(C)cc(C)n1)NC(=O)c1ccccc1	-9.4
CCOC(=O)c1c(N)n(-c2ccccc2O)c2nc3ccccc3nc12	0.5
Cc1ccc(NC(=O)c2c(-c3c(F)cccc3Cl)noc2C)cc1	9.2
O=C(NCCO)c1cccc2c1-c1ccc(I)cc1C2	-10.5
COc1ccc(Br)cc1/C=N/Nc1nc(N2CCOCC2)nc(N2CCOCC2)n1	-18.8
COC(=O)CN(c1cccc(C)c1)S(C)(=O)=O	-11.4
O=C1/C(=C/c2ccc(-c3ccc([N+](=O)[O-])cc3)o2)SC(=S)N1Cc1ccccc1	-5.3
O=C(/C=C/c1ccccc1Cl)N1CCCCCC1	12.2
FC(F)(F)c1ccccc1C=NN1CCN(c2ccccn2)CC1	5.0
CC1(C)CC(=O)C2=C(C1)Nc1ccccc1N(C(=O)c1ccccc1)C2c1ccc(C#N)cc1 (stereo unspecified)	11.5
CC(C)(NO)/C(=N\O)c1ccc(F)cc1	-8.5
CCOC(=O)C1=C(O)/C(=C/c2ccc(CNC(=O)C(=O)Nc3ccc(C)cc3)o2)N=C1C	9.5

The list continues.
SMILES	DUSP3 inh
O=C(c1ccccc1Br)N(C1CCCCC1)C1CCCCC1	-9.0
CC1=C(C(=O)OCCc2ccccc2)C(c2ccc(O)c([N+](=O)[O-])c2)NC(=O)N1 (stereo unspecified)	-13.6
O=C(N=c1scc(-c2ccccc2)n1-c1ccccc1)c1ccco1	-8.0
COC(=O)c1c(C)oc2cc(Br)c(OS(C)(=O)=O)cc12	11.1
Nc1nnnn1/N=C/c1ccc(C=O)cc1	-16.7
COC(=O)CN(c1ccc(F)cc1)S(C)(=O)=O	-17.3
Cc1ccc(S(=O)(=O)NC(=O)Nc2ccccc2I)cc1	-17.7
COc1cccc(-c2nc3sc4c(c3c(=O)[nH]2)CCCC4)c1	-16.7
Cc1cc(C)nc(SCc2ccccc2C#N)n1	2.3
CC(=O)Oc1cccc(/C=C2\C=C(c3ccc(C)cc3)OC2=O)c1	-4.3
Cc1cccc(NC(=O)CSc2nnc(-c3ccccc3)c(-c3ccccc3)n2)c1C	-5.6
CC(C)(C)c1ccc(OCC(=O)Nc2ccccc2C(=O)Nc2ccc(C(=O)O)cc2)cc1	-2.8
Cn1/c(=N/N=C2CCCC2)sc2ccccc21	-7.7
O=C(Cc1ccc(Br)cc1)Nc1ccccc1F	-16.4
CCCCN(CC#CCOCCC#N)CCCC	23.6
COc1cc(C=O)c(Br)c(OC)c1OC	-6.0
O=[N+]([O-])c1cc(C(F)(F)F)ccc1-n1nnc2ccccc21	-6.2
CC(CC(=O)c1ccc(Cl)cc1)CC(=O)c1ccc(Cl)cc1	-20.7
Cc1cccc(-c2nc3cc(NC(=S)NC(=O)c4ccco4)ccc3o2)c1	0.4
CCOC(=O)CNC(=O)c1cccc(C)c1	-4.8
CCOc1ccc(CSc2ncn[nH]2)cc1	-1.7
CN1C(=O)CC(N2CCN(c3ccccc3)CC2)C1=O (stereo unspecified)	-8.2
COC(=O)c1ccc(C(=O)OC)c(NC(=O)C(C)Oc2ccccc2)c1 (stereo unspecified)	-14.7
Cc1ccc(C)c(N2C(=O)CC(Cc3ccc(Cl)cc3)C2=O)c1 (stereo unspecified)	-11.7
O=C(NC(=S)Nc1cccc(F)c1)c1ccccc1	-26.6

Continuation:
SMILES	DUSP3 inh
Cc1ccc(-c2nc3cc(Cl)cc(Cl)c3o2)cc1NC(=O)c1ccc2c(c1)OCCO2	-7.8
C=CCN(CC=C)C(=O)COc1ccccc1	2.0
O=C(O)Cc1csc(-c2ccc(Cl)cc2)n1	-30.0
CCCOC(=O)c1ccc(N2C(=O)c3ccccc3C2=O)cc1	-14.5
C=C(C)COc1ccc2oc(-c3ccccc3)c(C(=O)OCC)c2c1	-2.5
Cc1cc2ncn(C(=O)N3CCOCC3)c2cc1C	-26.6
COc1ccc(C(=O)NC(c2ccccc2)c2ccccc2)cc1OC	-21.4
O=C(Nc1ccccc1O)c1cc(Cl)ccc1Cl	-1.1
O=C(Nc1ccncc1)c1cc2ccccc2o1	-18.2
COc1ccc(N2C(=O)S/C(=C/c3cccc(Br)c3)C2=O)cc1	-21.0
CCOc1ccc(N(CC(=O)NCc2ccc(Cl)cc2)S(=O)(=O)c2ccc(Br)cc2)cc1	-2.3
O=C(/C=C(\O)c1ccccc1)C(=O)Nc1ccc(C(=O)O)cc1	-9.1
CCOc1ccccc1NC(=O)CSCc1ccc(Cl)cc1Cl	-4.6
CC1=NN(c2ccccc2)C(=O)C1C=C1C(=O)NC(=O)NC1=O (stereo unspecified)	-6.4

In the list so far, these contain a cyano group.
SMILES	DUSP3 inh
COc1ccccc1NC(=O)C1=C(C)NC(SCc2ccccc2)=C(C#N)C1c1ccco1 (stereo unspecified)	3.7
CCC(=O)O/C(C#N)=N\Nc1nc2c([nH]1)c(=O)n(C)c(=O)n2C	-3.2
CC1(C)CC(=O)C2=C(C1)Nc1ccccc1N(C(=O)c1ccccc1)C2c1ccc(C#N)cc1 (stereo unspecified)	11.5
Cc1cc(C)nc(SCc2ccccc2C#N)n1	2.3
CCCCN(CC#CCOCCC#N)CCCC	23.6

Assay outcomes: PubChem, Sanford-Burnham Center for Chemical Genomics

Only part of the results is shown (hit frequency here may not be typical).
